NSD2 block = inhibitors of human NSD2, primary screen, biochemical, plate reader, single point | Histone-lysine N-methyltransferase NSD2 (Homo sapiens), O96028 | NSD2-SET H3K36me1 DELFIA fluorescence | inhibition, % at 12.5 µM | 44,000 compounds, 0.07% hits | AID 624260, 2012; in the data active means inhibition above about 54%, passing the limit was not always enough;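 further: inhibitors reduce the monomethyl H3K36 fluorescence signal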
Target sequence (O96028 whole entry, looked up): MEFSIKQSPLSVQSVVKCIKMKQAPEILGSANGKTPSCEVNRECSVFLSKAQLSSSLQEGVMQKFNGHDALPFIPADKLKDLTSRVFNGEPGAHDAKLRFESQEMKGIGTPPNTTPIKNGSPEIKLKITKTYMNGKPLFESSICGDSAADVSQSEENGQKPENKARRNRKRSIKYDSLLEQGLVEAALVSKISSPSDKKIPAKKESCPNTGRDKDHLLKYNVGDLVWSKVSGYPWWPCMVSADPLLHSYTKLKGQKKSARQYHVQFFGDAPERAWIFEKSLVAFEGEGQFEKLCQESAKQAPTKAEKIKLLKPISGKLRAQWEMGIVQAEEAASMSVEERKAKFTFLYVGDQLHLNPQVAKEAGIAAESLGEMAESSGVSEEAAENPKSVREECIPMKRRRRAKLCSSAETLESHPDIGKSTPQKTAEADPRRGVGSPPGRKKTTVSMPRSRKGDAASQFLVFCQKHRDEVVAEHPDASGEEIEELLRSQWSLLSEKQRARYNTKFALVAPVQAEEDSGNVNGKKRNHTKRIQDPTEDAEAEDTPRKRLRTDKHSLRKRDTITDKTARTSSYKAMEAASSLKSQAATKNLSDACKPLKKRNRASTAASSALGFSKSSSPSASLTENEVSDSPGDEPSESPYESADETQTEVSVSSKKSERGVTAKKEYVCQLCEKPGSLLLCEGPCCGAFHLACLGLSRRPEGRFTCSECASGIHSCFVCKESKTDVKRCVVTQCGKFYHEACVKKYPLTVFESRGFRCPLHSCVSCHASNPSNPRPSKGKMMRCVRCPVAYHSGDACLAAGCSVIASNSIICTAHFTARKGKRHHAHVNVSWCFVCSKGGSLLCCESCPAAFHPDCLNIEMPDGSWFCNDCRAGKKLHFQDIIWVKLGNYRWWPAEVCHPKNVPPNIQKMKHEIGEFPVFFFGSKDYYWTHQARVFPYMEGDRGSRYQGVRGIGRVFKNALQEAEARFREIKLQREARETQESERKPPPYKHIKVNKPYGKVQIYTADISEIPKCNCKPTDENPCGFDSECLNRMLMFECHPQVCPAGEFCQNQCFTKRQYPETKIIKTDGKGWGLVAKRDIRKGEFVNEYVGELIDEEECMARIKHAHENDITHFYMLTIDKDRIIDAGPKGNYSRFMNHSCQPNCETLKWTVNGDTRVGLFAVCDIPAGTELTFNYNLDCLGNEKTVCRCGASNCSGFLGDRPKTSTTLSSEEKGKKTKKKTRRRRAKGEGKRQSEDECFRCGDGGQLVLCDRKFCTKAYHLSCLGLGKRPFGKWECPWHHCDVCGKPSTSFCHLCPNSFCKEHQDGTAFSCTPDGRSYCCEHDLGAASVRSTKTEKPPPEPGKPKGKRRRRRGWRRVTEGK
Starred values were filed as active, the others as inactive.

smiles	NSD2 block
C[C@@H]1CCCCO[C@H](CN(C)C)[C@@H](C)CN([C@H](C)CO)C(=O)c2cc(NC(=O)Nc3cccc4ccccc34)ccc2O1	0
Cc1ccc(/C=N/NC(=O)c2cccc(C(=O)NO)c2)o1	3
C[C@H]1CN([C@@H](C)CO)C(=O)c2cc(C#Cc3ccccc3)cnc2O[C@@H]1CN(C)CC1CCOCC1	-2
C[C@@H]1CN([C@H](C)CO)C(=O)c2cccc(NS(=O)(=O)c3ccc(F)cc3)c2O[C@@H]1CN(C)Cc1ccc(-c2ccccc2)cc1	-4
COCC#Cc1ccc2c(c1)O[C@H](CN(C)S(=O)(=O)c1cccc(OC)c1)[C@H](C)CN([C@H](C)CO)S2(=O)=O	-1
CC(C)NC(=O)N(C)C[C@@H]1Oc2cc(C#C[C@H](C)O)ccc2S(=O)(=O)N([C@H](C)CO)C[C@@H]1C	4
C[C@@H]1CCCCO[C@@H](CN(C)C)[C@H](C)CN([C@@H](C)CO)C(=O)c2cc(NC(=O)Nc3ccc(F)cc3)ccc2O1	-15
Cc1noc(C)c1S(=O)(=O)N(C)C[C@@H]1Oc2ccc(NS(C)(=O)=O)cc2CC(=O)N([C@@H](C)CO)C[C@@H]1C	1
C[C@H]1CN([C@@H](C)CO)C(=O)c2ccccc2-c2ccccc2CO[C@@H]1CN(C)C(=O)CCC(F)(F)F	-3
Cc1noc(C)c1NC(=O)N(C)C[C@H]1OCCCC[C@H](C)Oc2ccc(NS(=O)(=O)c3c(C)noc3C)cc2C(=O)N([C@@H](C)CO)C[C@H]1C	1
C[C@@H]1CN([C@@H](C)CO)C(=O)c2cccc(NC(=O)C3CCCCC3)c2O[C@H]1CN(C)Cc1ccc(C(F)(F)F)cc1	0
CCCN(C)C[C@@H]1Oc2cc(C#Cc3cccc(F)c3)ccc2S(=O)(=O)N([C@@H](C)CO)C[C@H]1C	-1
Cc1ccc(S(=O)(=O)N(C)C[C@@H]2Oc3ccc(NS(C)(=O)=O)cc3CC(=O)N([C@@H](C)CO)C[C@@H]2C)cc1	-1
C[C@@H]1CN([C@@H](C)CO)C(=O)CCCn2cc(nn2)CO[C@H]1CN(C)C(=O)CCC(F)(F)F	0
C[C@H]1CN([C@@H](C)CO)C(=O)c2cc(NC(=O)Nc3cccc4ccccc34)ccc2O[C@H]1CN(C)C(=O)Nc1ccc(C(F)(F)F)cc1	-5
COC(=O)/C=c1/sc2n(c1=O)C(C)=CC(C)(C)N=2	4
C[C@@H]1CN([C@@H](C)CO)C(=O)c2cc(NC(=O)CCN3CCOCC3)ccc2O[C@H]1CN(C)Cc1ccc(C(F)(F)F)cc1	2
C[C@@H]1CN([C@H](C)CO)C(=O)c2cc(-c3ccc(C(=O)N(C)C)cc3)cnc2O[C@@H]1CN(C)C(=O)CN(C)C	-2
C=CCNC(=O)[C@H]1[C@@H]2C(=O)O[C@@H](c3ccccc3)[C@@H](c3ccccc3)N2[C@@H](c2ccc(O)cc2)[C@]12C(=O)Nc1ccc(C#CC3=CCCCC3)cc12	-15
Cc1ccc(/C=N/NC(=O)c2ccc(C(=O)NO)cc2)o1	-3
O=C(/C=C/N1CCOCC1)c1csc(-c2ccc(C(F)(F)F)cc2)n1	-4
COc1cc(N)c(Cl)cc1C(=O)CCC1CCN(CCNS(C)(=O)=O)CC1	5
C[C@@H](NC(=O)C[C@H]1CC[C@H](NC(=O)c2cccnc2)[C@@H](CO)O1)c1ccccc1	1
COc1ccc(S(=O)(=O)N[C@@H]2C=C[C@@H](CC(=O)NCCc3ccccc3)O[C@@H]2CO)cc1	7
C[C@@H]1CN([C@@H](C)CO)C(=O)c2cc(-c3cccc(F)c3)cnc2O[C@H]1CN(C)Cc1cccc(F)c1	1
CNC[C@@H]1Oc2ccc(NC(=O)Nc3ccc(OC)cc3)cc2C(=O)N([C@H](C)CO)C[C@@H]1C	-4
COCC#Cc1ccc2c(c1)O[C@H](CN(C)Cc1ccc(F)cc1)[C@@H](C)CN([C@@H](C)CO)S2(=O)=O	-1
COc1ccc(OCC(=O)Nc2cc(Cl)ccc2N2CCOCC2)cc1	2
C[C@@H]1CN([C@@H](C)CO)C(=O)c2cccc(NC(=O)c3nc4ccccc4s3)c2O[C@H]1CN(C)C(=O)Nc1ccc(F)cc1	5
COC1CC(OC2CCC3(C)C(CCC4(O)C3CC(OC(=O)c3ccccc3)C3(C)C(O)(C(C)=O)CCC43O)C2)OC(C)C1OC1CC(OC)C(OC2OC(C)C(OC3OC(CO)C(O)C(O)C3O)C(OC)C2O)C(C)O1 (stereo not drawn)	-1
CC(=O)N(C)C[C@H]1Oc2ncc(-c3ccccc3F)cc2C(=O)N([C@H](C)CO)C[C@H]1C	0
Cc1noc(C)c1S(=O)(=O)N(C)C[C@H]1Oc2ccc(NC(=O)CCN3CCOCC3)cc2CC(=O)N([C@H](C)CO)C[C@@H]1C	3
COc1cc(O[C@@H]2O[C@H](CO)[C@@H](O)[C@H](O)[C@H]2O)c2c(=O)cc(-c3ccccc3)oc2c1OC	-5
C[C@H](CO)N1C[C@H](C)[C@H](CN(C)S(=O)(=O)c2ccc(F)cc2)Oc2c(NC(=O)C3CC3)cccc2C1=O	2
C[C@@H]1CN([C@H](C)CO)C(=O)c2cc(NC(=O)Nc3ccc4c(c3)OCO4)ccc2O[C@H]1CN(C)C(=O)Nc1ccccc1	3
Cc1ccc(S(=O)(=O)Nc2cccc3c2O[C@H](CN(C)Cc2ccc(-c4ccccc4)cc2)[C@@H](C)CN([C@@H](C)CO)C3=O)cc1	-2
C[C@@H]1CCCCO[C@@H](CN(C)Cc2ccc(Cl)c(Cl)c2)[C@@H](C)CN([C@H](C)CO)C(=O)c2cc(NS(=O)(=O)c3ccc(F)cc3)ccc2O1	3
CCCN(C)C[C@@H]1OCCCC[C@H](C)Oc2ccc(NC(=O)NC3CCCCC3)cc2C(=O)N([C@@H](C)CO)C[C@@H]1C	3
CC(C)CC#Cc1ccc2c(c1)O[C@H](CN(C)Cc1cccc(F)c1)[C@@H](C)CN([C@H](C)CO)S2(=O)=O	-7
C[C@@H]1CN([C@@H](C)CO)S(=O)(=O)c2ccc(-c3cccnc3)cc2O[C@H]1CN(C)C(=O)NC1CCCC1	2
C/C=C/c1ccc2c(c1)O[C@@H](CN(C)C(=O)COC)[C@@H](C)CN([C@@H](C)CO)S2(=O)=O	2
C[C@H]1CCCCO[C@H](CN(C)CC2CCCCC2)[C@@H](C)CN([C@@H](C)CO)C(=O)c2cc(NC(=O)Nc3ccc(F)cc3)ccc2O1	-481
CO[C@H](CN(C)S(=O)(=O)c1ccc(F)cc1)[C@H](C)CN(C(=O)Nc1ccccc1F)[C@@H](C)CO	8
C[C@@H]1CN([C@H](C)CO)C(=O)c2cc(NC(=O)C3CCCCC3)ccc2O[C@@H]1CN(C)C(=O)Nc1ccccc1	0
C[C@H](CO)N1C[C@H](C)[C@H](CN(C)Cc2ccc(Cl)c(Cl)c2)Oc2ccc(NC(=O)Cc3ccccc3)cc2C1=O	-6
CN(C)C(=O)C[C@@H]1C[C@H]2c3cc(NC(=O)Nc4ccc(F)cc4)ccc3O[C@H]2[C@H](CO)O1	-2
CC1OC(Oc2cc(O)c(C3OC(C)C(O)C(O)C3O)c3oc(-c4ccc(O)cc4)cc(=O)c23)C(O)C(O)C1O (stereo not drawn)	17
C[C@H](CO)N1C[C@H](C)[C@@H](CN(C)S(C)(=O)=O)Oc2ccc(NC(=O)Cc3cn(C)c4ccccc34)cc2CC1=O	5

Among those listed so far, these have two or more sulfur atoms:
smiles	NSD2 block
COCC#Cc1ccc2c(c1)O[C@H](CN(C)S(=O)(=O)c1cccc(OC)c1)[C@H](C)CN([C@H](C)CO)S2(=O)=O	-1
Cc1noc(C)c1S(=O)(=O)N(C)C[C@@H]1Oc2ccc(NS(C)(=O)=O)cc2CC(=O)N([C@@H](C)CO)C[C@@H]1C	1
Cc1ccc(S(=O)(=O)N(C)C[C@@H]2Oc3ccc(NS(C)(=O)=O)cc3CC(=O)N([C@@H](C)CO)C[C@@H]2C)cc1	-1

Other compounds
smiles	NSD2 block
C[C@H]1CN([C@@H](C)CO)S(=O)(=O)c2ccc(C#CC3CC3)cc2O[C@H]1CN(C)Cc1ccccc1F	10
O=C(C[C@H]1C[C@H]2c3cc(NC(=O)C4CCOCC4)ccc3O[C@H]2[C@H](CO)O1)NC1CCCC1	5
CC(=O)N(C)C[C@H]1Oc2cc(-c3ccc(C#N)cc3)ccc2S(=O)(=O)N([C@H](C)CO)C[C@H]1C	5
C[C@H]1CN([C@@H](C)CO)C(=O)c2cccc(NC(=O)Nc3ccc(F)cc3)c2O[C@H]1CN(C)S(=O)(=O)c1cccs1	1
CNC[C@@H]1Oc2ccc(NC(=O)C3CC3)cc2C(=O)N([C@H](C)CO)C[C@H]1C	1
C[C@H]1CN([C@@H](C)CO)C(=O)c2cccc(NC(=O)CCCCCC(=O)Nc3ccccc3N)c2O[C@@H]1CN(C)C(=O)Nc1ccc(F)cc1	3
C[C@@H]1CN([C@@H](C)CO)S(=O)(=O)c2ccc(C3=CCCCC3)cc2O[C@H]1CN(C)Cc1cccnc1	14
CC(=O)N(C)C[C@H]1Oc2ncc(C#Cc3cccc(F)c3)cc2C(=O)N([C@H](C)CO)C[C@@H]1C	-3
O=C(C[C@H]1CC[C@H](NC(=O)CN2CCOCC2)[C@H](CO)O1)NCCc1ccncc1	0
O=C(N/N=C/C1=CCCCC1)c1ccccc1O	1
O=C(COc1ccc2oc3c(c2c1)CCCC3)NCCN1CCOCC1	6
CN1CCN(C(=O)C[C@H]2CC[C@H](NC(=O)Nc3ccccc3F)[C@H](CO)O2)CC1	2

As entered above.
CC(=O)N(C)C[C@H]1Oc2ncc(C#Cc3cccc(F)c3)cc2C(=O)N([C@H](C)CO)C[C@@H]1C @ NSD2 block = -3
O=C(COc1ccc2oc3c(c2c1)CCCC3)NCCN1CCOCC1 @ NSD2 block = 6
C[C@@H]1CN([C@@H](C)CO)S(=O)(=O)c2ccc(C3=CCCCC3)cc2O[C@H]1CN(C)Cc1cccnc1 @ NSD2 block = 14
O=C(C[C@H]1C[C@H]2c3cc(NC(=O)C4CCOCC4)ccc3O[C@H]2[C@H](CO)O1)NC1CCCC1 @ NSD2 block = 5
C[C@H]1CN([C@@H](C)CO)C(=O)c2cccc(NC(=O)CCCCCC(=O)Nc3ccccc3N)c2O[C@@H]1CN(C)C(=O)Nc1ccc(F)cc1 @ NSD2 block = 3
C[C@H]1CN([C@@H](C)CO)S(=O)(=O)c2ccc(C#CC3CC3)cc2O[C@H]1CN(C)Cc1ccccc1F @ NSD2 block = 10
CN1CCN(C(=O)C[C@H]2CC[C@H](NC(=O)Nc3ccccc3F)[C@H](CO)O2)CC1 @ NSD2 block = 2

(continued)
smiles	NSD2 block
C[C@@H]1CN([C@H](C)CO)C(=O)CCCn2nncc2CO[C@H]1CN(C)Cc1ccc(Oc2ccccc2)cc1	3
COc1ccc(S(=O)(=O)Nc2ccc3c(c2)CC(=O)N([C@@H](C)CO)C[C@H](C)[C@H](CN(C)C(=O)Nc2c(C)noc2C)O3)cc1	6
C[C@@H]1CN([C@H](C)CO)C(=O)c2cc(NC(=O)NC3CCCCC3)ccc2O[C@@H]1CN(C)Cc1ccc(Cl)c(Cl)c1	-4
CCCC#Cc1cnc2c(c1)C(=O)N([C@H](C)CO)C[C@H](C)[C@@H](CN(C)C(=O)CCN1CCCCC1)O2	-4
C[C@H](CO)N1C[C@H](C)[C@@H](CN(C)C(=O)Nc2ccc(N3CCN(C)CC3)cc2)OCc2cnnn2CCCC1=O	-2
O=C(CCCCCC(=O)N/N=C/c1ccccc1O)NO	0
CN1CCN(C(=O)C[C@@H]2C[C@H]3c4cc(NC(=O)Nc5ccccc5F)ccc4O[C@H]3[C@H](CO)O2)CC1	-1
Cc1ccccc1-c1ccc2c(c1)O[C@@H](CN(C)C(=O)Nc1ccccc1)[C@@H](C)CN([C@@H](C)CO)S2(=O)=O	1
Cc1noc(C)c1NC(=O)Nc1cccc2c1O[C@@H](CN(C)Cc1ccc(-c3ccccc3)cc1)[C@@H](C)CN([C@@H](C)CO)C2=O	-1
Cc1ccccc1/C=N/NC(=O)CCCCC(=O)NO	-3
COc1ccc(S(=O)(=O)Nc2cccc3c2O[C@H](CN(C)S(=O)(=O)c2cn(C)cn2)[C@@H](C)CN([C@@H](C)CO)C3=O)cc1	-2
COc1ccccc1C#Cc1cnc2c(c1)C(=O)N([C@H](C)CO)C[C@H](C)[C@H](CN(C)C)O2	5
C[C@H](CO)N1C[C@H](C)[C@@H](CN(C)C(=O)Nc2cccc3ccccc23)Oc2ccc(NC(=O)Nc3ccc(F)cc3)cc2CC1=O	-5
CC(C)(C)OC(=O)N1CCC[C@H]1/C=N/NC(=O)CCCCCC(=O)Nc1ccccc1O	-5
CN1CCC[C@@H]1CCO[C@](C)(c1ccccc1)c1ccc(Cl)cc1	6
CCCNC(=O)N(C)C[C@H]1Oc2cc(C#C[C@@H](C)O)ccc2S(=O)(=O)N([C@@H](C)CO)C[C@@H]1C	6
C[C@H]1CN([C@@H](C)CO)S(=O)(=O)c2ccc(C3=CCCC3)cc2O[C@@H]1CN(C)C(=O)c1ccccc1	0
C[C@@H]1CN([C@H](C)CO)C(=O)Cc2cc(NC(=O)Cc3ccccc3)ccc2O[C@H]1CN(C)Cc1ccc(Cl)c(Cl)c1	-11
C[C@H](CO)N1C[C@H](C)[C@H](CN(C)Cc2ccc(Cl)c(Cl)c2)Oc2ccc(NC(=O)NC3CCCCC3)cc2CC1=O	-1
CC(C)C[C@@H]1NC(=O)[C@H]2C[C@@H](C(=O)NCCCCCNC(=O)CS)[C@@H](c3cccc(OCCO)c3)N2C1=O	2
COc1ccc(CN(C)C[C@@H]2Oc3c(NC(=O)c4cnccn4)cccc3C(=O)N([C@@H](C)CO)C[C@H]2C)cc1	-1
O=C(O)Cc1cc(I)c(Oc2cc(I)c(O)c(I)c2)c(I)c1	-3
CCCC#Cc1ccc2c(c1)O[C@H](CN(C)C(=O)c1ccccc1F)[C@H](C)CN([C@H](C)CO)S2(=O)=O	0
COc1cc(/C=C(\C#N)C(=O)Nc2nnc(C(F)(F)F)s2)ccc1OCc1ccc(C(F)(F)F)cc1C(F)(F)F	-6
C[C@@H]1CN([C@H](C)CO)C(=O)c2cc(/C=C/c3ccccc3)cnc2O[C@H]1CN(C)C(=O)c1ccncc1	3

Compound activity (PubChem BioAssay)

A portion of the library; count on the stated rates, not on these rows.
